FBW7 act: FBW7 E3 ligase activators, primary screen, biochemical, AlphaScreen, human; F-box/WD repeat-containing protein 7 (Homo sapiens), Q969H0; AlphaScreen FBW7–phospho-cyclin E peptide binding, activator screen; normalized activity (activation), % at 26.1 µM; actives 0.13% (n = 650,000); AID 1259310, 2017; in the data active = normalized activity above about 1.9%;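 note: purified mutant Fbw7 with reduced substrate affinity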
TEAD-YAP block: TEAD-YAP interaction inhibition, primary screen, TEAD-YAP interaction inhibitor project, luminescence, HEK-TIYL cells | TEAD-Gal4/YAP UAS-luciferase luminescence | AID 1259422, 2018 | actives 1.4% (n = 640,000) | inhibition, % at 9.12 µM; in the data active = inhibition above about 32%;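 note: 0% = median of test compound wells and 100% = reference inhibitor wells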
MITF inh: MITF inhibitors, primary screen, biochemical, AlphaScreen, human | Microphthalmia-associated transcription factor (Homo sapiens), O75030 | AlphaScreen MITF homodimerization, bead proximity signal | inhibition, % at 2.6 µM | actives 0.91% (n = 650,000) | AID 1259374, 2018; in the data active = inhibition above about 50%;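 note: 0% = vehicle wells with protein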
Target sequence (O75030 whole entry, looked up): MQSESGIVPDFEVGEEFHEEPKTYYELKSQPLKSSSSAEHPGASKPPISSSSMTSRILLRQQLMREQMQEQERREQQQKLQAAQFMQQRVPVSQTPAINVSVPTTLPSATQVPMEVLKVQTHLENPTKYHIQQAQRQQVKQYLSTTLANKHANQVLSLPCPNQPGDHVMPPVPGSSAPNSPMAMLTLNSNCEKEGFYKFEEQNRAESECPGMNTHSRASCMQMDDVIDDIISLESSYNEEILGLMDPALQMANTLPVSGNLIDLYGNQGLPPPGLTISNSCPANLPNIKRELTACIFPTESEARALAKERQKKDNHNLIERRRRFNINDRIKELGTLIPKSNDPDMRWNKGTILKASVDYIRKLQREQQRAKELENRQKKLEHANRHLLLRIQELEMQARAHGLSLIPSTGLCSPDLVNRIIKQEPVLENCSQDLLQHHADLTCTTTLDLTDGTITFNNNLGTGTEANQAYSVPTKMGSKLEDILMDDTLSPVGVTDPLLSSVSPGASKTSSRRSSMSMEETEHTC
GPR151 activ: activators of human GPR151, primary screen, cell-based, PathHunter beta-arrestin, luminescence. G-protein coupled receptor 151 (Homo sapiens), Q8TDV0. PathHunter beta-arrestin GPR151 cells. activation, % at 11.2 µM. actives 1% (n = 650,000). AID 1508602, 2020; in the data active = activation above about 4.9%;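 note: 0% = median of compound wells and 100% = cells with positive control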
Target sequence (Q8TDV0 whole entry, looked up): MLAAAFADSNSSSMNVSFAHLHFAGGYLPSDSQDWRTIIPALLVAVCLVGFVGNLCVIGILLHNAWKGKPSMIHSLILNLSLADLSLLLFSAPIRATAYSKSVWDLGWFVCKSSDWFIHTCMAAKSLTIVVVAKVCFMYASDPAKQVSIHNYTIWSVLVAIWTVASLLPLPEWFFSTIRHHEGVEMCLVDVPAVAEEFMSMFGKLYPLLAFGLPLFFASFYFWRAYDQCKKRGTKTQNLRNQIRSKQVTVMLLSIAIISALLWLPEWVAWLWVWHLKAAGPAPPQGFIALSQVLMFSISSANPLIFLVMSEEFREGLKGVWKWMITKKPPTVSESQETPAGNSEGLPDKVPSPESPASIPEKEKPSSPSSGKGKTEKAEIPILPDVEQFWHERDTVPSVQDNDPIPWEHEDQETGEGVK
Active calls of the source: *. Compounds were not picked by outcome. About 3.5% of those tested had a hit in this group.

How did O=C(C[n+]1ccc2ccccc2c1)c1cc2ccccc2oc1=O do in these assays?
FBW7 act: 0.1; TEAD-YAP block: -2; MITF inh: 8; GPR151 activ: -1.8

Results for COc1ccc(C(CC(=O)O)NC(=O)COc2ccccc2C(C)C)cc1OC (stereo unspecified) ?
FBW7 act: 0.0; TEAD-YAP block: -10; MITF inh: -8; GPR151 activ: -1.0

Results for COCCCN1C(=O)C(=O)/C(=C(\O)c2ccc(C)cc2)C1c1ccc(OC)cc1 (stereo unspecified) ?
FBW7 act: 0.0; TEAD-YAP block: 3; MITF inh: 4; GPR151 activ: -0.5

How did Cc1ccc2c(c1)nnn2C1CCN(C(=O)C2CCCCC2)CC1 do in these assays?
FBW7 act: -0.1; TEAD-YAP block: 4; MITF inh: 20; GPR151 activ: -0.1

Results for COc1ccc(CN(CC(=O)NC(C)(C)C)C(=O)CCC(=O)Nc2nccs2)cc1 ?
FBW7 act: 0.1; TEAD-YAP block: 5; MITF inh: 0; GPR151 activ: 1.3

What do the screens show for `CC(=O)c1c(C)nn(CC(O)COc2ccc(C(=O)c3ccc(Cl)cc3)cc2)c1C` (stereo unspecified)?
FBW7 act: -0.1; TEAD-YAP block: 40*; MITF inh: -23; GPR151 activ: 1.0

How did O=C(NCCc1ccccc1)C(=Cc1ccc(O)c(O)c1)C(=O)NCCc1ccccc1 do in these assays?
FBW7 act: -0.4; TEAD-YAP block: -8; MITF inh: -43; GPR151 activ: 1.0

How did O=C(Nc1ccc2nn(-c3ccccc3)nc2c1)c1ccc2c(c1)OCCO2 do in these assays?
FBW7 act: 0.0; TEAD-YAP block: 1; MITF inh: 5; GPR151 activ: 3.9

What do the screens show for `c1cc(Nc2nc(NC3CC3)c3ncn(-c4ccsc4)c3n2)ccn1`?
FBW7 act: 0.1; TEAD-YAP block: 20; MITF inh: 17; GPR151 activ: 1.8

How did CN(C)CCN(Cc1cccc(Cl)c1)C(=O)c1nc2ccc(-c3cn[nH]c3)cc2s1 do in these assays?
FBW7 act: -0.3; TEAD-YAP block: -21; MITF inh: 5; GPR151 activ: 0.8

Results for Cn1c(N)c(C(=S)NC(=O)C2CC2)c(=O)n(C)c1=O ?
FBW7 act: -0.1; TEAD-YAP block: 3; MITF inh: -2; GPR151 activ: -1.3

What do the screens show for `CCC(C(=O)NC(C)(C)C)N(C(=O)c1ccc(Cl)nc1)C1CCCC1` (stereo unspecified)?
FBW7 act: -0.1; TEAD-YAP block: -77; MITF inh: -2; GPR151 activ: -0.5

What do the screens show for `CN(CCO)c1cc(N2CCc3ccccc32)c2nonc2c1[N+](=O)[O-]`?
FBW7 act: -0.5; TEAD-YAP block: 19; MITF inh: 6; GPR151 activ: -1.2

What do the screens show for `COc1ccc(Nc2ncnc3c2cnn3-c2ccccc2)cc1Cl`?
FBW7 act: -0.1; TEAD-YAP block: -25; MITF inh: 4; GPR151 activ: -0.2

Results for O=c1c2cc(I)ccc2nc(/C=C/c2cn(Cc3ccccc3)c3ccccc23)n1-c1ccccc1 ?
FBW7 act: -0.1; TEAD-YAP block: 2; MITF inh: -3; GPR151 activ: 1.1

How did Cc1cccc(NC(=O)c2cc3c(CO)cnc(C)c3oc2=O)c1 do in these assays?
FBW7 act: 0.0; TEAD-YAP block: -1; MITF inh: 9; GPR151 activ: -0.4

Results for CC(=O)c1cccc(-c2ccc3c(c2)COC2(CCN(C)CC2)O3)c1 ?
FBW7 act: 0.2; TEAD-YAP block: -8; MITF inh: 13; GPR151 activ: 0.6

Results for O=C(O)CCC(=O)Nc1cc(Cl)c(O)c(Cl)c1 ?
FBW7 act: 0.1; TEAD-YAP block: 11; MITF inh: 12; GPR151 activ: 4.0

Results for COCCn1nnnc1CN(Cc1cc2ccc(C)c(C)c2[nH]c1=O)C1CCCC1 ?
FBW7 act: 0.2; TEAD-YAP block: 3; MITF inh: 6; GPR151 activ: -0.5

How did CCc1cc(I)ccc1NC(=O)c1cccnc1 do in these assays?
FBW7 act: 0.2; TEAD-YAP block: -3; MITF inh: -18; GPR151 activ: -0.5

How did Cc1nn(-c2ccccc2)c2c1C(c1cccc(F)c1)C(C#N)=C(N)O2 (stereo unspecified) do in these assays?
FBW7 act: 0.0; TEAD-YAP block: -2; MITF inh: 7; GPR151 activ: 0.5

What do the screens show for `COc1ccc(CC(=O)Nc2ccc3nc4n(c(=O)c3c2)CCCC4)cc1`?
FBW7 act: -0.1; TEAD-YAP block: 2; MITF inh: -7; GPR151 activ: 0.7

How did CC1CCCCC12NC(=O)N(CC(=O)NCCc1ccccn1)C2=O (stereo unspecified) do in these assays?
FBW7 act: 0.3; TEAD-YAP block: 4; MITF inh: -3; GPR151 activ: 1.5

How did COc1ccccc1N(CC(=O)Nc1ccc(C)cc1C)S(C)(=O)=O do in these assays?
FBW7 act: 0.4; TEAD-YAP block: -8; MITF inh: 22; GPR151 activ: -0.9

What do the screens show for `CC1=NN(C(C#N)c2ccccc2)C(c2ccccc2)C1` (stereo unspecified)?
FBW7 act: 0.0; TEAD-YAP block: -20; MITF inh: -5; GPR151 activ: 0.3

How did COc1ccc(C2Nc3cc(C(C)(C)C)cc(C(C)(C)C)c3O2)cc1OC (stereo unspecified) do in these assays?
FBW7 act: 0.3; TEAD-YAP block: -12; MITF inh: 6; GPR151 activ: -0.6

What do the screens show for `O=C(CSc1nnc(C2CC2)n1CC1CCCO1)N1CCc2ccccc21` (stereo unspecified)?
FBW7 act: -0.3; TEAD-YAP block: 3; MITF inh: 44; GPR151 activ: -0.1

How did CC(=O)Nc1ccc(N=Cc2c(O)ccc3ccccc23)cc1 do in these assays?
FBW7 act: 0.1; TEAD-YAP block: -3; MITF inh: 4; GPR151 activ: -0.2

What do the screens show for `Cc1cc(Oc2ccc(C#N)cc2)nc(-c2ccccc2O)n1`?
FBW7 act: 0.1; TEAD-YAP block: -7; MITF inh: 11; GPR151 activ: -0.1

Results for Clc1cccc(Cl)c1Cn1cnc2c(Oc3cccnc3)ncnc21 ?
FBW7 act: 0.2; TEAD-YAP block: 1; MITF inh: 10; GPR151 activ: -0.5

Results for Cc1c(C(=O)NCc2ccccn2)sc2ncnc(N(C)c3ccccc3)c12 ?
FBW7 act: 0.0; TEAD-YAP block: 0; MITF inh: 9; GPR151 activ: -0.9

What do the screens show for `Cc1ccc([N+](=O)[O-])cc1N=CC1=C(O)CC(C)(C)CC1=O`?
FBW7 act: -0.1; TEAD-YAP block: 4; MITF inh: -5; GPR151 activ: 0.5

What do the screens show for `Cc1ccc(-n2cc([C@@H]3C[C@H]4CN(c5ccccc5)C(=O)[C@]45CCCN35)cn2)cc1`?
FBW7 act: -0.1; TEAD-YAP block: 16; MITF inh: 6; GPR151 activ: 0.3

How did CCCc1cc(=O)oc2c(C)c(OC)ccc12 do in these assays?
FBW7 act: -0.1; TEAD-YAP block: -5; MITF inh: 8; GPR151 activ: 0.0

How did CCOc1ccc(-c2cc(C)n3nc(C(=O)Nc4ccccc4C(=O)OC)cc3n2)cc1 do in these assays?
FBW7 act: -0.1; TEAD-YAP block: -3; MITF inh: -5; GPR151 activ: -0.5

How did CN(CC(=O)NCCO)S(=O)(=O)c1ccc(Cl)cc1 do in these assays?
FBW7 act: -0.1; TEAD-YAP block: 8; MITF inh: 7; GPR151 activ: 0.7

What do the screens show for `Cc1nc(CCNC(=O)c2c(F)cccc2Cl)cs1`?
FBW7 act: 0.1; TEAD-YAP block: -8; MITF inh: 12; GPR151 activ: -0.4

How did O=C(CCCN1C(=O)c2ccccc2C1=O)Nc1c(C(=O)C2CC2)oc2ccccc12 do in these assays?
FBW7 act: 0.1; TEAD-YAP block: 2; MITF inh: 12; GPR151 activ: -0.8

Results for Cc1ccc([N+](=O)[O-])cc1NC(=O)C1CCCN1S(=O)(=O)c1ccc(Cl)cc1 (stereo unspecified) ?
FBW7 act: -0.1; TEAD-YAP block: -7; MITF inh: -17; GPR151 activ: -0.4

Results for CC(=O)Nc1ccnn1C1CCN(Cc2cc(C(C)C)n[nH]2)CC1 ?
FBW7 act: -0.1; TEAD-YAP block: 3; MITF inh: 3; GPR151 activ: -0.1

A draw from above in order of formula weight, high to low.
How did O=C(NCCc1ccccc1)C(=Cc1ccc(O)c(O)c1)C(=O)NCCc1ccccc1 do in these assays?
FBW7 act: -0.4; TEAD-YAP block: -8; MITF inh: -43; GPR151 activ: 1.0

Results for COc1ccc(C(CC(=O)O)NC(=O)COc2ccccc2C(C)C)cc1OC (stereo unspecified) ?
FBW7 act: 0.0; TEAD-YAP block: -10; MITF inh: -8; GPR151 activ: -1.0

How did CCc1cc(I)ccc1NC(=O)c1cccnc1 do in these assays?
FBW7 act: 0.2; TEAD-YAP block: -3; MITF inh: -18; GPR151 activ: -0.5

How did CC1CCCCC12NC(=O)N(CC(=O)NCCc1ccccn1)C2=O (stereo unspecified) do in these assays?
FBW7 act: 0.3; TEAD-YAP block: 4; MITF inh: -3; GPR151 activ: 1.5

Results for CC(=O)c1cccc(-c2ccc3c(c2)COC2(CCN(C)CC2)O3)c1 ?
FBW7 act: 0.2; TEAD-YAP block: -8; MITF inh: 13; GPR151 activ: 0.6

How did Cc1ccc2c(c1)nnn2C1CCN(C(=O)C2CCCCC2)CC1 do in these assays?
FBW7 act: -0.1; TEAD-YAP block: 4; MITF inh: 20; GPR151 activ: -0.1

How did CC(=O)Nc1ccc(N=Cc2c(O)ccc3ccccc23)cc1 do in these assays?
FBW7 act: 0.1; TEAD-YAP block: -3; MITF inh: 4; GPR151 activ: -0.2

What do the screens show for `Cc1nc(CCNC(=O)c2c(F)cccc2Cl)cs1`?
FBW7 act: 0.1; TEAD-YAP block: -8; MITF inh: 12; GPR151 activ: -0.4

How did CCCc1cc(=O)oc2c(C)c(OC)ccc12 do in these assays?
FBW7 act: -0.1; TEAD-YAP block: -5; MITF inh: 8; GPR151 activ: 0.0

The list continues:
How did COc1ccccc1N1CCN(c2ncnc3sc(C(=O)NCCN4CCOCC4)c(C)c23)CC1 do in these assays?
FBW7 act: 0.0; TEAD-YAP block: -6; MITF inh: 8; GPR151 activ: -0.8

What do the screens show for `Cc1ccc(NC(=O)c2c(-c3ccccc3)noc2C)cc1`?
FBW7 act: 0.3; TEAD-YAP block: 9; MITF inh: 5; GPR151 activ: -0.2

How did O=C(O)[C@@H]1[C@H]2C[C@H]2CN1C(=O)Cc1ccsc1 do in these assays?
FBW7 act: 0.0; TEAD-YAP block: 6; MITF inh: -6; GPR151 activ: -0.5

How did CCOc1ccc(C(=O)Nc2ccc3nn(-c4ccc(C)c(Cl)c4)nc3c2)cc1 do in these assays?
FBW7 act: -0.2; TEAD-YAP block: 1; MITF inh: -7; GPR151 activ: -0.6

What do the screens show for `CCCCN(C)CCNC(=O)c1c[nH]n2c(=O)c(Cc3ccccc3F)c(C)nc12`?
FBW7 act: 0.0; TEAD-YAP block: 12; MITF inh: -5; GPR151 activ: 0.4

Results for O=C(c1ccc2nc(-c3ccccc3)c(-c3ccccc3)nc2c1)N1CCCC1 ?
FBW7 act: 0.1; TEAD-YAP block: 10; MITF inh: 11; GPR151 activ: 0.0

Results for Cc1noc(C)c1C(=O)Nc1cccc(Br)c1 ?
FBW7 act: 0.0; TEAD-YAP block: -1; MITF inh: 16; GPR151 activ: -0.3

What do the screens show for `CCOC(=O)C(CC(C)C)N(Cc1ccccc1C)S(=O)(=O)c1ccc([N+](=O)[O-])cc1` (stereo unspecified)?
FBW7 act: -0.4; TEAD-YAP block: 11; MITF inh: 15; GPR151 activ: 0.6

Results for Cc1ccc(OCCOc2ccc(/C=N/n3cnnc3)cc2)cc1 ?
FBW7 act: 0.0; TEAD-YAP block: 0; MITF inh: -10; GPR151 activ: -1.4

How did CCOc1cc2c(cc1OCC)C(c1ccc(OC)cc1)OC(=O)C2 (stereo unspecified) do in these assays?
FBW7 act: 0.0; TEAD-YAP block: 5; MITF inh: 5; GPR151 activ: 0.2

Results for CN(Cc1cccs1)S(=O)(=O)c1cccc(Br)c1 ?
FBW7 act: 0.0; TEAD-YAP block: 5; MITF inh: 9; GPR151 activ: -0.2

What do the screens show for `Cc1nnc(SCC(N)=O)n1-c1ccc(C#N)cc1`?
FBW7 act: -0.1; TEAD-YAP block: -10; MITF inh: -7; GPR151 activ: -1.1

What do the screens show for `C[C@H]1NC(=O)[C@H]2CN(C(=O)c3cccc(F)c3F)CCN2C1=O`?
FBW7 act: 0.2; TEAD-YAP block: 3; MITF inh: 3; GPR151 activ: 1.9

Results for O=C(NCCc1nnc2n1CCN(Cc1ccc(O)cc1)CC2)c1ccco1 ?
FBW7 act: 0.0; TEAD-YAP block: 2; MITF inh: -12; GPR151 activ: 0.0

What do the screens show for `O=C(NCc1nnc2n1CCN(Cc1cc3ccccc3s1)CC2)C1CC1`?
FBW7 act: -0.1; TEAD-YAP block: 1; MITF inh: -13; GPR151 activ: 1.1

What do the screens show for `CCCCN(CC)c1ncnc2c1sc1nc(N3CCOCC3)c3c(c12)CC(C)(C)OC3`?
FBW7 act: 0.1; TEAD-YAP block: 0; MITF inh: -13; GPR151 activ: 0.1

What do the screens show for `CCC(=O)N1CCc2cc(S(=O)(=O)NC(CC(C)C)C(=O)N3CCCC3)ccc21` (stereo unspecified)?
FBW7 act: 0.0; TEAD-YAP block: 6; MITF inh: 12; GPR151 activ: 0.2

Screening data: PubChem BioAssay, The Scripps Research Institute Molecular Screening Center
